Apoferritin bind: candidate novel general anesthetic via apoferritin binding; P02791; apoferritin/1-aminoanthracene competitive binding, fluorescence; Potency, µM (series often up to 77.5 µM), without a hit: at the highest dose activity change, negative = displacement, hits mostly inhibitors; 350,000 tested, 0.074% active; AID 485281; further: potency means the concentration at half of the fitted maximal effect; on the % scale 0 is the no-effect control and ±100 the full control effect; nearly all actives have a fitted effect of over 20% in size
Target sequence (P02791 2-175 limits assumed): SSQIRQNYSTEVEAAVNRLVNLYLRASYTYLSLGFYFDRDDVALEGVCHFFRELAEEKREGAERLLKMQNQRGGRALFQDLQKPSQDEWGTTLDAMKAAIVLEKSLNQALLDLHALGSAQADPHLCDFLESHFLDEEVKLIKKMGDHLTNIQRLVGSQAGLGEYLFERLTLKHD
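10 uM apoferritin + 50% sat. 1-AMA, PBS; cpd 10 min RT; Ex380/Em535 endpoint; normalized to free probe vs complex; 4-param Hill fit; propofol titration as pos. ctrl.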
ALOX12 inh: ALOX12 (human) lipoxygenase inhibition; P18054; purified 12hLO, xylenol orange hydroperoxide absorbance; Potency, µM (highest dose often 108 µM), inactives show at the highest dose activity change, negative = inhibition, actives largely listed as inhibitors; 580,000 tested, 1.1% active; AID 1671190; further: potency means the concentration at half of the fitted maximal effect; on the % scale 0 is the no-effect control and ±100 the full control effect
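Purified human 12hLO at 150 nM in 25 mM Hepes, 0.01% Triton X-100, pH 7.0, preincubated 15 min at room temperature with compound. Reaction started with 40 uM arachidonic acid, 30 min at room temperature. Hydroperoxide measured by Fe-xylenol orange, 573/405 nm absorbance ratio.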
LDHA block: blocks human lactate dehydrogenase A | P00338 | purified LDHA, NADH/diaphorase-resazurin fluorescence; active compounds read low | activity change, % (values are at about 110 or 230 µM) | 480,000 tested, 0.15% active | AID 1347041; in the data active means activity change below about -30%; inconclusive means mostly about -25% to -30%;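 further: plate controls were DMSO wells for no effect and wells without enzyme for full effect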
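Human LDH5 (2 nM) was incubated with 0.06 mM NADH and 0.2 mM pyruvate for 5 min at room temperature in Tris pH 7.4. Remaining NADH was coupled through diaphorase/resazurin, and resorufin fluorescence was read at 0 and 20 min.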
POLH inh: inhibitors of human DNA polymerase eta. 390,000 tested, 1.2% active. Potency, µM (highest dose often 114 µM), for inactives: top-dose activity change, negative = inhibition, actives largely listed as inhibitors. recombinant Pol eta, fluorescent DNA replication assay; further: potency means the concentration at half of the fitted maximal effect; on the % scale 0 is the no-effect control and ±100 the full control effect
Target sequence (Q9Y253 whole entry, looked up): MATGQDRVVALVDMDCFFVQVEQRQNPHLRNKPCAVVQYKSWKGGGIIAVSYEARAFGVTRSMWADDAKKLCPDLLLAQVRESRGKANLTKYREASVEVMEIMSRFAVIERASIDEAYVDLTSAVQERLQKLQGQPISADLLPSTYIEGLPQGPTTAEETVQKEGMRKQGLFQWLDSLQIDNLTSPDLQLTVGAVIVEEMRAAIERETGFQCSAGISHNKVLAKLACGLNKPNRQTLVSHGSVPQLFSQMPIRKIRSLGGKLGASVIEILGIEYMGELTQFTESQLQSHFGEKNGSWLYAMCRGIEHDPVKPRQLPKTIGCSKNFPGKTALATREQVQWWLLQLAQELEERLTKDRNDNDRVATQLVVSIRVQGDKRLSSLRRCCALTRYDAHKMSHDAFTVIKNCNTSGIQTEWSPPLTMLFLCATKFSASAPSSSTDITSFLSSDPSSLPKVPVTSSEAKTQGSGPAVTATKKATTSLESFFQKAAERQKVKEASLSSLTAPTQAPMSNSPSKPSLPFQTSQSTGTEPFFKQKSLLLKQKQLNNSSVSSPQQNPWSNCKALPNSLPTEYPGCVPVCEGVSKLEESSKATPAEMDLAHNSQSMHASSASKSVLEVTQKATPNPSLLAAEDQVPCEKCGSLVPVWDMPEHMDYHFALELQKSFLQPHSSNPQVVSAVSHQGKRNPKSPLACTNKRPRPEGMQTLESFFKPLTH
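Pol eta (10 nM) was preincubated with compounds for 15 min at room temperature, after which fluorescent replication substrate (50 nM final) was added to start the reaction. Fluorescence was read kinetically at 0 and 10 min.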
ERG-DNA inh: inhibitors of human ERG Ets domain-DNA interaction. P11308. fluorescence polarization, His-ERG Ets domain / labelled DNA. Potency, µM (top dose mostly 76.9 µM), for inactives: at the top dose FP activity, negative = inhibition, most hits filed as inhibitors. 370,000 tested, 0.028% active. AID 624246; active means well fitted inhibition curve with a large enough effect in the polarisation, with a control signal flat; inconclusive means small, poorly fitted or top-dose-only effect, or effect the other way, or a change in a side signal; inactive means no such curve, though single readings can be large or run the other way; the % refers to the polarisation;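 further: polarization taken with two DNA probes labelled with fluorescein and Texas red; potency means the concentration at half of the fitted maximal effect; % of control where 0% means no effect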
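His-tagged ERG Ets domain (1 uM in the protein solution; 300mM KCl, 50mM Tris-HCl, 1mM EDTA, 1mM DTT, pH 7.5) received compound, then a probe mix of 5 nM fluorescein-DNA and 100nM Texas-615-DNA. Fluorescence polarization was read for both dyes.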
Pol beta inh: inhibitors of human DNA polymerase beta | AID 485314 | Potency, µM (doses to about 114 µM), for inactives: at the top dose activity change, negative = inhibition, most hits filed as inhibitors | 340,000 tested, 1.3% active | Pol beta primer extension/strand displacement, fluorescence kinetic | P06746; further: potency means the concentration at half of the fitted maximal effect; on the % scale 0 is the no-effect control and ±100 the full control effect
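Pol beta (10 nM) was preincubated with compound for 15 min at room temperature. The reaction was then started with 50 nM substrate and read immediately and after a further 10 min at room temperature.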
RGS4 inh: blocks human RGS4-accelerated GTP hydrolysis. Transcreener GDP fluorescence polarization, RGS4-accelerated GTP hydrolysis. Potency, µM (doses to about 114 µM), inactives show at the highest dose activity change, negative = inhibition, most hits filed as inhibitors. 390,000 tested, 0.039% active; further: potency means the concentration at half of the fitted maximal effect; on the % scale 0 is the no-effect control and ±100 the full control effect; nearly all actives have a fitted effect of over 75% in size; some results filed as inactive show a strong effect at the top dose
Target sequence (P49798 whole entry, looked up): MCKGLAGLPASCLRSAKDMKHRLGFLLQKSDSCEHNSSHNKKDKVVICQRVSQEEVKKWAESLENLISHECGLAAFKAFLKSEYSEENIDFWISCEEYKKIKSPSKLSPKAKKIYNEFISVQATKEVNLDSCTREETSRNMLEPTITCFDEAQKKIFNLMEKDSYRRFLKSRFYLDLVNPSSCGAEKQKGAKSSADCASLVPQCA
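MLSMR compounds (23 nl, pin-transferred) preincubated 10 min at room temperature with a 500nM (2x) first reagent, then RGS4 at 900nM (2x) plus Transcreener GDP mix added; fluorescence polarization (620/688 nm) read before and after 90 min at 30 °C.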
APEX1 inh: blocks human APE1 abasic DNA cleavage. recombinant APE1, TAMRA/BHQ-2 abasic DNA cleavage fluorescence. 350,000 tested, 0.35% active. P27695. Potency, µM (doses to about 65.8 µM), inactives show top-dose activity change, negative = inhibition, usual class: inhibitors;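 further: potency means the concentration at half of the fitted maximal effect; plate controls were vehicle for no effect and reference inhibitor for full effect; nearly all actives have a fitted effect of over 55% in size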
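0.75 nM APE1 + cpd, 15 min RT; start w/ 50 nM TAMRA/BHQ-2 THF-abasic dsDNA; kinetic fluor 525/598 nm ×3 reads @60 s; Δ(read3−read1); normalized to DMSO and NSC13755 control wells.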
POLK inh: inhibitors of human DNA polymerase kappa. Q9UBT6. purified Pol kappa, fluorescent DNA synthesis assay, 10 min. Potency, µM (highest dose often 107 µM), without a hit: at the top dose activity, negative = inhibition, usual class: inhibitors. 400,000 tested, 0.53% active. AID 588579; further: potency means the concentration at half of the fitted maximal effect; on the % scale 0 is the no-effect control and ±100 the full control effect
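50 nM final substrate added after 15 min RT preincubation of 10 nM Pol kappa with compound; fluorescence read at 0 and 10 min.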
* hit, by the source's call; ? = inconclusive; nt = no result given; & = joins results of further samples; [ ] = dose if it differs, or a comment. Unless noted, the call rests on the fitted dose curve; in most records, active means well fitted curve in the direction sought with a large enough effect; inconclusive means small, poorly fitted or top-dose-only effect, or another doubt; inactive means no such curve, though single readings can be large; an effect the other way counts as inactive or inconclusive. An excerpt. The share of hits here may be higher or lower than overall.

1) O=C(CN1C(=O)c2ccccc2C1=O)NCCOc1ccccc1
2) Cc1ccc(C(=O)Oc2cc(-c3ccc4c(c3)OCO4)cc(=O)c3c(C)oc(C)c23)cc1
3) CN(CC(=O)Nc1ccccc1C(F)(F)F)C(=O)CN1C(=O)C2CCCCC2C1=O (centres undefined)
4) CCC1CN(C(=O)N2CCC(C(=O)N(C)Cc3ccccc3)CC2)c2ccccc2O1 (centres undefined)
5) Cc1ccc(NC(=O)CSc2nnc(-c3cccs3)n2Cc2ccco2)cc1
6) Cc1cccc(C2c3[nH]c4ccccc4c3CCN2C(=O)c2cn(C)c3ccccc3c2=O)n1 (centres undefined)
7) N#Cc1cc2c(nc1SCc1ccccc1)CCCC2=O
8) Cc1nc(-c2ccc(Cl)cc2)sc1C1(C)CC(c2cccc(Cl)c2)=NO1 (centres undefined)

Screen / compound no.,1,2,3,4,5,6,7,8
Apoferritin bind,-8%,-16%,nt,-1%,-17%,-21%,4%,-12%
ALOX12 inh,194%[activator],?,2%,-15%,-13%,?,-20%,0%
LDHA block,-11,17,-3,-2,4,12,4,-1
POLH inh,-10%,79µM*,-14%,-21%,-13%,-16%,-7%,?
ERG-DNA inh,-9%,2%,nt,-6%,4%,2%,nt,1%
Pol beta inh,-2%,-19%,nt,5%,1%,-1%,-1%,5%
RGS4 inh,-19%,-25%,-19%,-3%,-23%,0%,-2%,3%
APEX1 inh,1%,nt,-4%,nt,-8%,-1%,13%,45%
POLK inh,-16%,-32%,0%,1%,-2%,-11%,-2%,1%

9) CC1(OC(=O)CCc2ccccc2)C(=O)C=C2C=C(c3ccc(C#N)cc3)N(Cc3ccco3)C=C2C1=O (centres undefined)
10) CCOc1ccccc1OCCC(=O)OCC(=O)c1ccc[nH]1
11) CCOc1ccc(OCC)c(NC(=O)CCCN2C(=S)NC(C)(C)CC2C)c1 (centres undefined)
12) O=C1N/C(=C/c2cccn2-c2ccc(F)cc2)C(=O)N1Cc1ccccc1
13) COc1ccc(OC)c(/C=N/NC2=NS(=O)(=O)c3ccccc32)c1
14) COc1cc2ccccc2cc1C(=O)N1CCN(c2nc3c(C)cc(C)cc3s2)CC1
15) O=C(c1ccco1)N1C(=O)c2cccc3cccc1c23
16) COc1cc(OC)cc(C(=O)NNC(=O)c2ccc(S(=O)(=O)N(C)c3ccccc3OC)cc2)c1

Screen / compound no.,9,10,11,12,13,14,15,16
Apoferritin bind,-6%,-9%,3%,78%[activator],-10%,-5%,-6%,?
ALOX12 inh,?,-5%,?,3%,8%,-14%,-28%,2%
LDHA block,-10,-4,-5,-8,-5,-5,4,-2
POLH inh,?,13%,-2%,-3%,-15%,-15%,?,-19%
ERG-DNA inh,-8%,8%,5%,0%,3%,2%,-3%,6%
Pol beta inh,-5%,0%,1%,8%,2%,-18%,?,1%
RGS4 inh,-27%,-20%,6%,-31%,5%,-27%,-45%[11.4 µM],26%
APEX1 inh,-10%[12.4 µM],-5%,-1%,0%,-3%,nt,?,2%
POLK inh,-27%,-4%,-5%,-1%,-7%,0%[60.1 µM],-2%,1%

Complete entries, looked up by structure.
Listed for `CCC1CN(C(=O)N2CCC(C(=O)N(C)Cc3ccccc3)CC2)c2ccccc2O1` (centres undefined) = Apoferritin bind = -1%; ALOX12 inh = -15%; LDHA block = -2; POLH inh = -21%; ERG-DNA inh = -6%; Pol beta inh = 5%; RGS4 inh = -3%; APEX1 inh = nt; POLK inh = 1%
Listed for `Cc1ccc(NC(=O)CSc2nnc(-c3cccs3)n2Cc2ccco2)cc1` = Apoferritin bind = -17%; ALOX12 inh = -13%; LDHA block = 4; POLH inh = -13%; ERG-DNA inh = 4%; Pol beta inh = 1%; RGS4 inh = -23%; APEX1 inh = -8%; POLK inh = -2%

Next entries follow:
17) Cc1cccc(C)c1-n1nnnc1C(C)(C)N1CCN(N=O)CC1
18) CC(c1ccccc1)N1C(=O)c2ccc(C(=O)NCc3ccco3)cc2C1=O (centres undefined)
19) Cc1c(C)n2c(SCC(=O)NC3CCCC3)nnc2[nH]c1=O
20) COc1ccc(-c2csc(NC(=S)NC(=O)c3cc4ccccc4o3)n2)cc1Br
21) CC(C)CC1(C2CCCC2)NC(=O)NC1=O (centres undefined)
22) C#CCNC(=O)C1=C[C@@H](c2ccccc2)C[C@@H](OCc2ccc(CO)cc2)O1
23) COc1ccc(OC)c(NC(=O)C(=O)N/N=C(\C)CC(=O)Nc2ccc(Cl)cn2)c1
24) CCc1cc(=O)oc2cc(OCC(=O)N(CC)CC)c(Cl)cc12

Screen / compound no.,17,18,19,20,21,22,23,24
Apoferritin bind,5%,-13%,nt,-6%,nt,-5%,-12%,-14%
ALOX12 inh,?,4%,0%,-4%,14%,-41%,19%,5%
LDHA block,-12,-4,-4,-6,-14,-4,0,-3
POLH inh,-17%,-2%,-21%,-14%,-5%,-18%,-9%,-19%
ERG-DNA inh,0%,-10%,8%,12%,-6%,-7%,4%,5%
Pol beta inh,5%,-16%,nt,12%,nt,1%,33%,11%
RGS4 inh,-12%,14%,-19%,-3%,13%,-9%,18%[11.4 µM],?
APEX1 inh,3%,-9%,16%,55%[activator],nt,0%,19%,1%
POLK inh,-16%,-3%,-5%,9%,-4%,-8%,-5%,12%

25) COc1ccc(NC(=O)CSc2nncn3c2cc2occc23)c(OC)c1
26) CCc1ccccc1Nc1nn2c(=O)c3ccc(C(=O)NCCCOC(C)C)cc3nc2s1
27) CCOC(=O)C1CCN(C(=O)CNC(=O)c2nn(-c3ccc(OC)c(OC)c3)c(=O)c3ccccc23)CC1
28) COc1ccc(NC(=O)CCc2nnc3ccc(N4CCC(C)CC4)nn23)cc1
29) c1ccc(-n2cnnc2SCc2cn3cccnc3n2)cc1
30) O=C1/C(=C/c2ccncc2)SC(=S)N1Nc1ccccc1
31) O=C(O)c1cc(S(=O)(=O)N2CCCCC2)sc1Cl
32) CC(OC(=O)CN1C(=O)c2ccccc2C1=O)C(=O)NC1CCCCC1 (centres undefined)

Screen / compound no.,25,26,27,28,29,30,31,32
Apoferritin bind,-17%,-13%,-1%,-11%,0%,-8%,4%,-2%
ALOX12 inh,?,1%,1%,5%,12%,-33%,7%,3%
LDHA block,-4&6,-16,-2,1,2,11,-4,-5
POLH inh,-16%,-12%,-22%,-6%,-6%,-1%,-13%,7%
ERG-DNA inh,2%,5%,6%,-3%,nt,?,3%,4%
Pol beta inh,17%,?,36%,18%,4%,-2%,2%,33%
RGS4 inh,15%,-2%,-3%,6%,-2%,?,4%,-3%
APEX1 inh,nt,-6%,15%,63%[activator],2%,-5%,2%,8%
POLK inh,?,6%[60.1 µM],-1%,7%,-3%,-6%,-9%,-9%

33) Cc1cc(C)c(N(C(=O)Cn2nnc3ccccc32)C(C(=O)NC(C)(C)C)c2ccsc2)c(C)c1 (centres undefined)
34) O=C(O)c1ccc2cccnc2c1O
35) CC(=O)Nc1ccccc1/C=C/c1ccc2c(C)ccc(O)c2n1
36) CC(=O)Nc1ccc(Nc2ccc3cc(S(=O)(=O)N4CCCCC4)ccc3n2)cc1
37) COc1cc2c(cc1OC)C(C)N(CC(=O)Nc1ccc(S(=O)(=O)N3CCCC3)cc1)CC2 (centres undefined)
38) CC(C)NC(=O)Cn1c(SCC(=O)c2ccc(F)cc2)nc2ccccc21
39) Cc1ccc(NC(=O)C(C)OC(=O)c2nc(Cl)ccc2Cl)cc1S(=O)(=O)N1CCOCC1 (centres undefined)
40) O=C(COc1ccc(S(=O)(=O)N2CCCC2)cc1)N1CCCCC1

Screen / compound no.,33,34,35,36,37,38,39,40
Apoferritin bind,-12%,0%,-9%,79%[activator],-21%,-4%,nt,-7%
ALOX12 inh,-9%,15%,-22%,?,-25%,0%,15%,6%
LDHA block,-7,24,-1,-4,-2,-6,-4,0
POLH inh,11%,-13%,2%,-22%,-7%,-6%,?,-19%
ERG-DNA inh,nt,2%,7%,0%,-1%,-11%,-3%,-2%
Pol beta inh,3%,27%,-7%,9%,28%,-6%,nt,45%
RGS4 inh,14%,8%,2%,-24%,-4%,-27%,36%,-10%
APEX1 inh,-3%,-5%,2%,nt,6%,2%,nt,-1%
POLK inh,-9%,-23%,-3%,8%,-3%,-7%,-30%,-5%

41) COc1cccc(NC(=O)c2cc3c(-c4ccc(Cl)cc4)nn(C)c3s2)c1
42) O=S(=O)(c1cccs1)N1CCC(CO)(Cc2ccc(Cl)cc2)CC1
43) O=C(NCCCCc1ccccc1)c1nn(-c2ccccc2F)nc1CO
44) CCOc1ccc(CCNC(=O)C2CCN(S(=O)(=O)CC)CC2)cc1OCC
45) Oc1c(C(c2ccc(F)cc2)N2CCc3ccccc3C2)sc2ncnn12 (centres undefined)

Screen / compound no.,41,42,43,44,45
Apoferritin bind,-5%,-7%,-5%,-6%,-2%
ALOX12 inh,-14%,1%,-8%,17%,-16%
LDHA block,0,-3,0,1,0
POLH inh,-14%,-10%,7%,-4%,-9%
ERG-DNA inh,-2%,-5%,-11%,nt,5%
Pol beta inh,33%,4%,5%,43%,41%
RGS4 inh,-16%,-1%,3%,-8%,-8%
APEX1 inh,nt,-5%,nt,-2%,9%
POLK inh,6%,7%,-4%,-4%,-18%
